N370S GC – inhibitors or activators of N370S glucocerebrosidase for Gaucher disease; P04062; N370S GC spleen homogenate, 4MU-glucoside fluorescence; Potency, µM (doses to about 59.4 µM), for the others: at the top dose activity change, negative = inhibition, hits mostly inhibitors; hit rate 0.092% among 330,000; AID 2101;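 note: 0% = full enzyme activity and -100% = no enzyme basal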
GCN5L2 inh – GCN5L2 (KAT2A) acetyltransferase inhibition | Q92830 | GCN5L2 HAT assay, ThioGlo1 CoA-SH fluorescence | Potency, µM (titrated, usually from 58.9 µM), for the others: at the top dose activity change, negative = inhibition, usual class: inhibitors | hit rate 0.21% among 390,000
Target sequence (Q92830 whole entry, looked up): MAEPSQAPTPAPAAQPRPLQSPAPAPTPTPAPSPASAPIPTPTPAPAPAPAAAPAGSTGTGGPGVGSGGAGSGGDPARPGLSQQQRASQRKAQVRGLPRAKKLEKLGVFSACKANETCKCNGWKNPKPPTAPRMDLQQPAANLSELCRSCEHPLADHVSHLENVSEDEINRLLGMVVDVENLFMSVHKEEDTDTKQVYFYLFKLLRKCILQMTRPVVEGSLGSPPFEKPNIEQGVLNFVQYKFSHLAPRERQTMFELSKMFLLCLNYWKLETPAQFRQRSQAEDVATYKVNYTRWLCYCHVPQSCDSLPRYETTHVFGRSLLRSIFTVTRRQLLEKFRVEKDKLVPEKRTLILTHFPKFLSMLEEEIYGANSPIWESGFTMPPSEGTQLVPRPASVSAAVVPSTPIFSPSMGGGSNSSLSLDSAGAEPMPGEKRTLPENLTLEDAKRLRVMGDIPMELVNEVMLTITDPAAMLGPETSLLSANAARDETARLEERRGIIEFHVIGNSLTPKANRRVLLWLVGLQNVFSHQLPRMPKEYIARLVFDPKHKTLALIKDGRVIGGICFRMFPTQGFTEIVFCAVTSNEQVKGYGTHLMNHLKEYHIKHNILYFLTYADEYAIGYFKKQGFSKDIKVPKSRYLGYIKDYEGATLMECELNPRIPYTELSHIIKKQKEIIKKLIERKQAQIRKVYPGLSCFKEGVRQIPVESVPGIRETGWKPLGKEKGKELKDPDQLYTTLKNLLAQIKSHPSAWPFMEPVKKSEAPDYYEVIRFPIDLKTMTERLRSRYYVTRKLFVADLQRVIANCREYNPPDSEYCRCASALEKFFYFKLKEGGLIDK
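qHTS, 1536-well. 20nM enzyme, pH 7.5 HEPES/EDTA/Tween-20 buffer; 15 min compound preinc., RT. Start: 75uM H3(1-25), 70uM AcCoA, 50uM ThioGlo1. Read Ex340/Em540 at t=0 (autofluorescence flag) and t=20 min.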
FEN1 inh – human FEN1 inhibition | hit rate 0.35% among 390,000 | Recombinant FEN1 flap cleavage, fluorescence, 15 min | Potency, µM (series often up to 114 µM), for the others: top-dose activity change, negative = inhibition, most hits filed as inhibitors; note: nearly all actives have a fitted effect of over 65% in size
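Nuclease activity of 10 nM FEN1 was measured after 15 min of room-temperature exposure to titrated compounds, by adding 50 nM flap substrate and reading plates at 0 and 15 min.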
An asterisk follows results filed as active; ? = inconclusive; . = not tested or not shown; & = joins results of further samples; [ ] = another dose, or the depositor's remark. Calls come from the whole dose curve; as a rule, active = well fitted curve in the direction sought with a large enough effect; inconclusive = small, poorly fitted or top-dose-only effect, or another doubt; inactive = no such curve, though single readings can be large; an effect the other way counts as inactive or inconclusive. Unless noted, % is set by controls: 0 for no effect and ±100 for the full control effect; potency is the fitted concentration of half-maximal effect. Rows were taken by chance; 0.54% or so of the library scored in one or more.

SMILES	N370S GC	GCN5L2 inh	FEN1 inh
Cc1cc(Oc2ccc(OCC(N)=O)nn2)nc(Cl)n1	-3.1%	-4.9%	-1.6%
Cc1ccccc1CC(=O)N1CCN(C(=O)C2CCCO2)CC1 (stereo not drawn)	-22.2%	-28.8%	16.8%
CCc1c(C(=O)N2CCCN(C)CC2)csc1C	-7.1%	?	18.9%
CC(C)n1c(CCC(=O)O)ccc1-c1ccccc1	5.3%	2.1%	-17.3%
O=C(NNc1nc2ccccc2s1)C1CC1	11.5%	46.7%[activator]	-16.0%
CC(C)N=C1SCC(C)(/C=N/O)S1 (stereo not drawn)	-3.4%	-6.2%	11.8%
COc1ccc(Cl)cc1NC(=O)CN(C)C(=O)CCNC(=O)c1ccccc1OC	.	-0.6%	0.4%
CC1OC(OCC2OC(Oc3c(-c4ccc(OCCO)c(OCCO)c4)oc4cc(OCCO)cc(O)c4c3=O)C(O)C(O)C2O)[C@@H](O)C(O)C1O (stereo partly drawn)	-10.1%	37.3%[activator]	.
Cc1nc2nc(-c3ccccc3)cn2nc1C	?	.	0.9%
O=Cc1cn[nH]c1-c1cccc([N+](=O)[O-])c1	1.9%	-3.7%	4.4%
Cc1nnc(SCC(=O)N/N=C/c2cn(-c3ccccc3)nc2-c2ccc(F)cc2)n1-c1ccccc1	-9.1%	-21.5%	0.6%
O=C(/C=C/c1c(Cl)nc2ccccn12)N1CCCCC1	-2.0%	-9.9%	-2.9%
COc1ccc(C(=O)Nc2ccc3oc(-c4cccc5c(Br)cccc45)nc3c2)cc1	.	0.5%	-4.6%
CC(OC(=O)c1ccccc1NCCO)C(=O)NCC(=O)Nc1ccc(F)c(F)c1F (stereo not drawn)	?	-3.5%	0.4%
CCOC(=O)c1c(C)n(C)c2ccc(OC)c(NC(=O)CN3CCN(Cc4ccccc4)CC3)c12	-12.1%	-1.1%	-12.5%
NS(=O)(=O)c1ccc(NC(=S)N2CCC(O)CC2)cc1	21.7%	-0.7%	3.2%
O=C(CN1C(=O)c2cccc3cccc1c23)Nc1cccnc1	10.8%	-11.3%	-0.5%
CCc1ccc(NC(=O)N(CCN(C)C)C(C)c2cccnc2)cc1 (stereo not drawn)	1.4%	-4.5%	1.3%
CCCCSc1nnc(C)c(=O)[nH]1	1.4%	-5.9%	2.6%
COc1ccc(NC(=O)CN(Cc2ccccc2)S(C)(=O)=O)c(OC)c1	-3.6%	3.2%	-12.5%
COc1ccc(CNCCc2ccc([N+](=O)[O-])cc2)c(OC)c1OC	-4.8%	-7.6%	12.1%
Cc1cc(C)cc(-n2ccn(Cc3ccccc3C)c(=O)c2=O)c1	.	-4.8%	-0.9%
CN(CC(=O)NCc1ccccc1)CC(=O)Nc1ccc(Cl)c(C(F)(F)F)c1	.	-2.4%	-4.9%
CCOc1ccc(CCNC(=O)CSc2n[nH]c(N)n2)cc1OCC	-1.6%	-8.5%	5.1%
CCOC(=O)c1sc2nc(CSc3ccccc3)[nH]c(=O)c2c1C	-5.5%	-7.5%	5.7%

Other entries.
SMILES	N370S GC	GCN5L2 inh	FEN1 inh
Cc1nc2c(c3c1[nH]c1ccccc13)C(O)CC(C)(C)C2 (stereo not drawn)	2.8%	-6.5%	2.3%
NC1(C(=O)O)CC1	-2.4%&1.4%&0.9%	-1.8%	13.1%
CC(=O)c1ccc(NC(=O)Cn2cc(S(=O)(=O)Cc3cccc(Cl)c3)c3ccccc32)cc1	.	-11.5%	5.9%
COc1ccc(OCC2c3cc(OC)c(OC)cc3CCN2C(=O)c2ccc(F)cc2)cc1 (stereo not drawn)	.	-1.1%	-4.0%
Cc1c(C(=O)Nc2cccc(Cl)c2)oc2ccc(S(=O)(=O)N(C)C3CCCCC3)cc12	.	-8.3%	-13.8%
CNc1c([N+](=O)[O-])cnn1-c1ccccc1F	13.2%	-0.9%	0.0%
CCC(=O)Nc1cccc(NC(=O)c2cccc([N+](=O)[O-])c2)c1	-0.5%	1.5%	-1.6%
S=C(NCC1CCCO1)Nc1cc(Cl)c(Cl)cc1Cl (stereo not drawn)	15.3%	-4.1%	8.5%
CN1C(=O)/C(=C/c2ccc(C(=O)Nc3ccc(O)cc3C(=O)O)cc2)SC1=S	-4.7%	-24.0%	?
Cc1ccc(NC(=O)CCc2nnc3ccc(N4CCC5(CC4)OCCO5)nn23)cc1F	-8.9%	-4.8%	-14.6%
Cc1cccc(CCNC(=O)CC2C(=O)NCCN2CC2CCCCC2)n1 (stereo not drawn)	24.3%	1.5%	7.2%
Cc1nn(CC(=O)Nc2c(F)c(F)cc(F)c2F)c(=O)c2cccn12	-0.9%	-2.7%	2.3%
Cc1ccc(S(=O)(=O)N(C)C)cc1NC(=O)COC(=O)CCC(=O)c1cccs1	0.5%	-1.4%	2.8%
CCOC(=O)c1ccc(Nc2nc(N)c3cc(OC)c(OC)cc3n2)cc1	-1.5%	-5.5%&-0.5%	12.1%&-20.6%
Cc1ccc(C(=O)N/C(=C/c2cccnc2)C(=O)NCc2ccco2)cc1	11.7%	3.6%	-1.1%
Cc1ccc(/C=N/n2nnnc2N)o1	1.3%	-2.8%	-7.9%
CCc1nc2scc(-c3ccc(C)cc3)c2c(=O)n1N	6.4%	-1.9%	6.0%
O=C(COc1ccc(F)cc1)OCc1cc(=O)n2nc(C3CC3)sc2n1	.	1.4%	17.8%
Nc1ccc2oc3ncccc3c(=O)c2c1	-9.1%	1.3%	-14.3%
Cc1ccc(-c2nc(C3CCCN(S(=O)(=O)c4ccc(C)cc4)C3)no2)cc1 (stereo not drawn)	14.0%	-11.8%	-7.1%
C=CCN1C(=O)CSc2ccc(C(=O)NCc3ccc(F)cc3)cc21	2.3%	-1.8%	1.9%
CNC(=O)C(=O)NCC1CCCN1S(=O)(=O)c1cccs1 (stereo not drawn)	-5.4%	-0.7%	-1.7%
Cc1cc2c(c(SCC(=O)NCc3ccccc3Cl)n1)C(=O)OC2	-11.8%	-2.7%	0.0%
COCC(=O)NC1CCN(S(=O)(=O)c2ccc(C(=O)O)cc2)CC1	10.5%	-6.9%	-15.5%
CCOc1ccc2nc(SC3CC(=O)N(c4ccc(OC)cc4)C3=O)sc2c1 (stereo not drawn)	-13.3%	-13.9%	15.7%

Three entries out of the list above, sorted by the number in GCN5L2 inh, low to high:
SMILES	N370S GC	GCN5L2 inh	FEN1 inh
Cc1cc(Oc2ccc(OCC(N)=O)nn2)nc(Cl)n1	-3.1%	-4.9%	-1.6%
COc1ccc(OCC2c3cc(OC)c(OC)cc3CCN2C(=O)c2ccc(F)cc2)cc1 (stereo not drawn)	.	-1.1%	-4.0%
COc1ccc(C(=O)Nc2ccc3oc(-c4cccc5c(Br)cccc45)nc3c2)cc1	.	0.5%	-4.6%

Remaining list, next part.
SMILES	N370S GC	GCN5L2 inh	FEN1 inh
COc1ccccc1C(=O)NC(=O)COC(=O)c1ncc(Cl)c(Cl)c1Cl	3.6%	-3.6%	20.3%
COCCCNC(=O)c1cc2c(=O)n3cccc(C)c3nc2s1	?	2.3%&-0.5%	2.3%&-0.4%
Cc1ccc(NC2CCCCC2NS(=O)(=O)c2ccccc2)c(C)c1 (stereo not drawn)	0.6%	-11.4%	-26.3%
CCN1CCN(CC(=O)N2c3ccccc3CC2C)CC1 (stereo not drawn)	-17.5%	-0.6%	-2.7%
CCOC(=O)CN1C(=O)N(CC)C(C)=C(C(=O)OC)[C@@H]1c1ccccc1	-0.7%[12.8 µM]	11.3%	-3.9%
C=C(C(=O)Nc1ccccc1)c1ccc(C)cc1	-4.1%	-2.1%	12.6%
CCOC(=O)c1cc(CC)sc1NC(=O)c1ccc(N2C(=O)CCC2=O)cc1	5.3%	3.8%	-26.5%
CC(=O)c1cccc(OCC(O)CNCC2COc3ccccc3O2)c1 (stereo not drawn)	?	?	-4.4%
COc1ccc(C(CNS(=O)(=O)c2ccccc2)N2CCN(C)CC2)cc1 (stereo not drawn)	2.5%	-3.4%	3.2%
CCCCC(=O)Nc1nnc(S(=O)(=O)N2CCCCCC2)s1	-3.4%	-2.6%&-12.1%	-8.5%&-6.1%
CN(C)/C=N/NC(=O)C1Cc2c(ccc3ccccc23)O1 (stereo not drawn)	0.2%	16.9%	-14.1%
Cc1ccc(OCCCC(=O)Nc2sc3c(c2C(N)=O)CCC(C)C3)cc1 (stereo not drawn)	.	9.5%	12.0%
c1ccc2c(c1)CSc1sccc1C2=C1CCNCC1	?	-2.5%	-20.9%
COc1ccc(S(=O)(=O)N2CCCN(S(=O)(=O)c3ccc(OC)cc3C)CC2)c(C)c1	-22.6%	0.3%	8.4%
O=C(Nc1ccc(Cl)c(C(F)(F)F)c1)NC1CC2CCCC(C1)N2Cc1ccccc1 (stereo not drawn)	-11.5%	-6.6%	-1.4%
CCCc1ccc(OCC(O)CN2CCN(C(=O)OCC)CC2)cc1 (stereo not drawn)	-9.1%	-3.4%	0.5%
O=c1c2c(-c3ccc([N+](=O)[O-])cc3)csc2nc2n1CCC2	-11.3%	-9.6%	-9.7%
Cc1cccc(NC(=O)C2CCC(CNS(=O)(=O)c3ccc(Br)s3)CC2)c1 (stereo not drawn)	.	-4.8%	2.8%
CCC(C)(c1ccc(C(=O)OC)s1)c1ccc(C(=O)OC)s1	13.7%[2.35 µM]	-2.8%	-2.6%
c1ccc(-c2cnn3c(-c4ccccc4)c(-c4ccccc4)nc3n2)cc1	5.9%	-2.6%	-12.7%
CCOC(=O)N1CC=C2C(C#N)=C(N)C(C#N)(C#N)[C@H](c3ccc(OC(C)C)c(OCC)c3)[C@H]2C1	9.9%	-1.2%	3.7%
COc1cccc(NC(=O)CSc2nc(N)cc(N)n2)c1	1.4%	-6.0%	-1.0%
N#C/C(=C\c1cccs1)C(=O)Nc1ccccn1	5.8%	-3.7%	-5.3%
CCOC(=O)CSc1nc(N)c(C#N)c(CC(C)C)c1C#N	6.9%	-3.1%	-1.6%
O=S(=O)(N/N=C/c1ccccc1F)c1ccccc1	6.3%	-4.2%	3.4%
Cc1cccc(Nc2nc(N)nc(CC(=O)CSc3ccc(Cl)cc3)n2)c1	5.3%	-3.0%	.
COc1ccccc1NS(=O)(=O)c1cc(NC(=O)c2ccncc2)ccc1N1CCCC1	0.9%	-26.3%	-16.9%
COc1cc(CNCCO)ccc1OCC(=O)Nc1ccc(Br)cc1	-15.0%	-17.8%	-0.2%
O=C(NCCN1C(=O)C2C3C=CC(C3)C2C1=O)N1CCCCC1 (stereo not drawn)	-9.6%	0.4%	-6.7%
Cn1cnnc1SCC(=O)Nc1ccc(N2CCOCC2)cc1	13.3%	-3.3%	4.8%

Grouped by structure, the compounds so far with a nitro group on carbon (5)
SMILES	N370S GC	GCN5L2 inh	FEN1 inh
O=Cc1cn[nH]c1-c1cccc([N+](=O)[O-])c1	1.9%	-3.7%	4.4%
COc1ccc(CNCCc2ccc([N+](=O)[O-])cc2)c(OC)c1OC	-4.8%	-7.6%	12.1%
CNc1c([N+](=O)[O-])cnn1-c1ccccc1F	13.2%	-0.9%	0.0%
CCC(=O)Nc1cccc(NC(=O)c2cccc([N+](=O)[O-])c2)c1	-0.5%	1.5%	-1.6%
O=c1c2c(-c3ccc([N+](=O)[O-])cc3)csc2nc2n1CCC2	-11.3%	-9.6%	-9.7%
